# From PubChem BioAssay
# EP2 mod = EP2 receptor modulators, cAMP readout, primary screen, cell-based, HTRF cAMP, PGE2 stimulation. induction, % at 25 µM. EP2-expressing cells, cAMP HTRF FRET, PGE2 co-stimulation. actives 0.83% (n = 260,000). Prostaglandin E2 receptor EP2 subtype (Homo sapiens), P43116;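 active = compounds whose cAMP rise, as percent of the full-agonist control response, exceeds 60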;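 also: rat C6 glioma line stably carrying human EP2 under a CMV promoter; the protocol text gives 20 µM as final concentration; 100% = response of wells given 1 µM PGE2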
# Target sequence (P43116 whole entry, looked up): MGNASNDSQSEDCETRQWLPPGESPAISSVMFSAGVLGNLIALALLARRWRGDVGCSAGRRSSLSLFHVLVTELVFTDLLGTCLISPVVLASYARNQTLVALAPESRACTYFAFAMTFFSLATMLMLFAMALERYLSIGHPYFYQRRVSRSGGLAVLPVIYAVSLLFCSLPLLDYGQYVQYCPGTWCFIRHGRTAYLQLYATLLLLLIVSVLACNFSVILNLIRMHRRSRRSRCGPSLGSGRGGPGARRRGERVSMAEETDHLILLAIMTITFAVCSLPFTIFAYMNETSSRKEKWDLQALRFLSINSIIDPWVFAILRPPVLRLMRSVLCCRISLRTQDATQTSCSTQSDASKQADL
# S1P4 antag = S1P4 receptor antagonists, primary screen, cell-based | Sphingosine 1-phosphate receptor 4 (Homo sapiens), O95977 | S1P4-expressing cells, antagonist mode, reporter read-out | inhibition, % at 4.98 µM | actives 0.26% (n = 220,000); in the data active = inhibition above about 29%;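 also: 0% = wells stimulated with agonist and 100% = vehicle wells without agonist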
# TRPML3 ag = human TRPML3 channel agonists, primary screen, cell-based, HEK293 TRPML3-YFP, Fluo-8 calcium fluorescence, 3 µM. actives 0.29% (n = 220,000). activation, % at 3 µM. Mucolipin-3 (Homo sapiens), Q8TDD5. 100% = the carbachol control signal;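 active = activation above its plate's cutoff, the mean activation of the plate's test wells plus 3 SD, cut at about 12% in these data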;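 also: 0% = DMSO only wells and 100% = carbachol wells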
# Target sequence (Q8TDD5 whole entry, looked up): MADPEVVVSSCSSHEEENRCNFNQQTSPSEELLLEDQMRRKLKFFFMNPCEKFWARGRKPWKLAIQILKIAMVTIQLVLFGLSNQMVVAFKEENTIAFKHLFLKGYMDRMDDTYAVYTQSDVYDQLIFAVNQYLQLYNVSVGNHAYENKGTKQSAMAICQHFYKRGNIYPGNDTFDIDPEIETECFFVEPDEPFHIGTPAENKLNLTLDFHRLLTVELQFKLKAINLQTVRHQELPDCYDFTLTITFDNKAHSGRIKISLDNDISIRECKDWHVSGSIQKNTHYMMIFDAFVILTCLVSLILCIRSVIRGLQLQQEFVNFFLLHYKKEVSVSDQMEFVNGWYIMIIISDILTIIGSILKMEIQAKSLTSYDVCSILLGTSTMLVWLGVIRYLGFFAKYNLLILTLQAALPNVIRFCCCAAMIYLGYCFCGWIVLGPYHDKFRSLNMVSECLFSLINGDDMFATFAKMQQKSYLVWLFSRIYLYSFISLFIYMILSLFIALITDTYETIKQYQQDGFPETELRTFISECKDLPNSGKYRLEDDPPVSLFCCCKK
#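 Test system: HEK293 cells stably carrying human TRPML3-YFP; Doses: single dose, 3 µM final nominal compound, 0.3% DMSO final; Schedule: dye loading 1 h 37 °C then 30 min ambient, 125 s read; Technique: Fluo-8 calcium fluorescence; Benchmarks: high control carbachol 87 µM, low control DMSO.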
# Ba/F3 V617F tox = reduced viability of JAK2V617F-dependent Ba/F3 cells, primary screen, JAK2V617F inhibitor project, cell-based, Ba/F3 EpoR-JAK2V617F, luminescence; ATP luminescence; inhibition, % at 5.6 µM; actives 1.1% (n = 220,000);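 active = inhibition above the campaign mean plus 3 SD over all tested compounds, cut at about 24% in these data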;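 also: cytokine-independent growth of Ba/F3 cells driven by EpoR plus mutant JAK2; 0% = DMSO-treated cells and 100% = JAK inhibitor I control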
# TRPN1 ag = zebrafish TRPN1 channel agonists, primary screen, cell-based, HEK293, calcium fluorescence; transient receptor potential cation channel N1 (TRPN1/NompC), Danio rerio; HEK293 zebrafish TRPN1-YFP, Fluo-8 calcium fluorescence; 100% = response to 87 µM carbachol; activation, % at 3 µM; actives 0.18% (n = 220,000); AID 1424, 2008;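 active = activation above its plate's cutoff, the mean activation of test wells on that plate plus 3 SD, cut at about 19% in these data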;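 also: 0% = DMSO alone and 100% = 87 µM carbachol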
#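 System: zebrafish TRPN1-YFP in HEK293 cells / Dosing: 3 µM single point / Timing: dye loading 1 h at 37 °C, then 30 min room temperature / Signal: Fluo-8 calcium fluorescence, excitation 470-495 nm, emission 515-575 nm / Read-out basis: percent activation from peak over basal fluorescence ratio, control-normalized / Control set: high carbachol 87 µM, low DMSO alone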
# BaF3 parental = parental Ba/F3 cell viability inhibition, counter-screen for JAK2V617F inhibitor project, murine pro-B, CellTiter-Glo luminescence | CellTiter-Glo ATP luminescence | inhibition, % at 5.6 µM | actives 1.1% (n = 220,000) | AID 1486, 2009;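 active = inhibition above a per-campaign cutoff, the mean inhibition of all tested compounds plus 3 SD, cut at about 27% in these data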;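 also: 0% = DMSO wells and 100% = JAK Inhibitor I control wells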
# PERK inh = block of dimerizer-induced PERK translation repression, primary screen, PERK inhibitor project, CHO PERK-DD cells, SEAP luminescence, HTS. CHO PERK-DD fusion, SEAP luminescence translation reporter. inhibition, % at 5.6 µM. actives 0.17% (n = 220,000). AID 1416, 2008;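 active = inhibition above the mean inhibition of all tested compounds plus 3 SD, set separately per screening campaign, cut at about 2.9% in these data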;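 also: PERK kinase domain activated by AP20187 dimerizer at 100 nM; 0% = DMSO with dimerizer and 100% = rapamycin at 8.4 µM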
# Calpain2 inh = inhibitors of pig calpain II, primary screen, biochemical, fluorogenic peptide substrate, 1536-well. inhibition, % at 16 µM. purified calpain II, 30 min. AID 1236, 2008. actives 0.37% (n = 220,000);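 active = inhibition above about 50%, limit read from the data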
# S1P4 agonist = S1P4 receptor agonists, primary screen, cell-based; Sphingosine 1-phosphate receptor 4 (Homo sapiens), O95977; S1P4-expressing cell line, agonist reporter assay; activation, % at 4.98 µM; actives 0.35% (n = 220,000); in the data active = activation above about 11%;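 also: 0% = DMSO vehicle and 100% = reference agonist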
# An asterisk follows results filed as active; & = joins results of further samples.
# Preview (5 entries):
canonical_smiles	TRPML3 ag	EP2 mod	Ba/F3 V617F tox	PERK inh	Calpain2 inh	S1P4 agonist	BaF3 parental	TRPN1 ag	S1P4 antag
NCCS(=O)(=O)NC1CCCCC1	0.4	43	-2	1.5	-32	-0.6	3	0.1	-24
CC(OC(=O)c1cccs1)C(=O)NCC1CCCO1 (configuration not stated)	0.8	5	-3	-0.6	-38	-1.9	-4	1.5	1
Cc1ccc(C)c(N=C2CCCN2Cc2ccccc2)c1C#N	-1.6	78*	-3	0.3	-4	0.6	0	-2.4	-1
CCOP(=O)(OCC)C(NC(=O)C(F)(F)F)c1ccccc1 (configuration not stated)	0.3	10	-1	1.2	-8	3.5	3	0.0	-21
CC1(C)CC(=O)C(C=Nc2cccnc2)=C(O)C1	0.0	9	0	0.2	30	-0.2	2	1.4	-5

# Results (from the top)
canonical_smiles	TRPML3 ag	EP2 mod	Ba/F3 V617F tox	PERK inh	Calpain2 inh	S1P4 agonist	BaF3 parental	TRPN1 ag	S1P4 antag
NCCS(=O)(=O)NC1CCCCC1	0.4	43	-2	1.5	-32	-0.6	3	0.1	-24
CC(OC(=O)c1cccs1)C(=O)NCC1CCCO1 (configuration not stated)	0.8	5	-3	-0.6	-38	-1.9	-4	1.5	1
Cc1ccc(C)c(N=C2CCCN2Cc2ccccc2)c1C#N	-1.6	78*	-3	0.3	-4	0.6	0	-2.4	-1
CCOP(=O)(OCC)C(NC(=O)C(F)(F)F)c1ccccc1 (configuration not stated)	0.3	10	-1	1.2	-8	3.5	3	0.0	-21
CC1(C)CC(=O)C(C=Nc2cccnc2)=C(O)C1	0.0	9	0	0.2	30	-0.2	2	1.4	-5
CCn1c(C)nc2cc(C(=O)N=Nc3c(O)[nH]c4ccccc34)ccc21	0.9	-8	1	0.7	-10	0.3	6	2.2	-12
O=c1nc(N/N=C/c2c[nH]c3ccccc23)cn[nH]1	-1.0	-56	-2	1.8	7	-1.7	2	-3.3	8
O=C(N1CCCCC1)N1CCN(C(=O)N2CCCCC2)CC1	0.9	2	2	0.2	15	0.2	3	1.4	0
COc1ccc(C(=O)O)cc1Nc1cc(C)nc2ncnn12	0.6	11	-3	0.4	6	1.9	-3	0.5	-8
CN(Cc1ccccc1)C(=O)CN(c1ccc(F)cc1)S(=O)(=O)c1ccc2c(c1)OCCO2	-0.1	6	2	-0.8	15	1.0	6	-0.8	13
CCCCNC(=O)CCn1c(=O)c2ccccc2n(CC(=O)Nc2ccccc2OCC)c1=O	0.4	-1	-7	0.3	-45	0.6	-2	-0.7	6
CNS(=O)(=O)c1ccc(NC(=S)Nc2ccc3c(c2)OCO3)cc1	0.6	-38	-1	0.8	9	1.5	10	2.2	-9
COCCCn1c(SCCc2ccccc2)nc2cc(OC)c(OC)cc2c1=N	-0.2	22	4	0.5	-148	1.7	2	0.0	-11
COC(=O)c1nn(-c2ccc(Cl)cc2)c(=O)cc1Sc1ccccn1	-0.6	-5	3	0.3	-12	0.6	7	0.9	-4
N/C(=N\OS(=O)(=O)c1ccc(Cl)cc1)c1ccccn1	0.9	-36	4	0.1	-37	-2.2	10	2.3	-10
O=c1c2oc3ccccc3c2ncn1Cc1ccc(Cl)cc1	0.7	-16	1	0.5	-21	-0.1	2	1.2	-14
O=C(CCc1nc2ccccc2s1)OCC(=O)c1ccc[nH]1	0.4	-28	-4	0.0	-33	-1.6	1	0.5	-25
Cc1cccc(COCC(Cc2ccccc2)N2CCN(C(=O)c3ccc(Cl)c(Cl)c3)CCC2=O)c1 (configuration not stated)	-0.2	27	-1	-0.8	7	-0.1	6	-1.1	14
CN=C(Nc1ccc(C(=O)OC)s1)c1ccccc1	0.0	18	3	0.0	13	1.5	-1	0.9	0
COc1ccc2nc3oc(C(=O)N4CCN(c5cccc(C(F)(F)F)c5)CC4)cc3cc2c1	0.8	-32	-1	1.9	-118	1.2	1	0.8	-8
O=C1c2oc3ccccc3c(=O)c2C(c2cccc(O)c2)N1c1ccccn1 (configuration not stated)	-0.2	5	-5	0.8	-14	0.2	1	0.5	-10
O=C(O)CCCC(=O)Nc1cccc([N+](=O)[O-])c1	-0.1	13	-6	-0.1	3	-0.8	-1	-1.3	-18
O=C(CCc1nnc(Cc2cccc(C(F)(F)F)c2)o1)NC1CC1	0.6	0	-2	-0.1	-21	1.2	6	1.1	15
C=CCc1ccc(OCCOCCN(C)C)c(OC)c1	0.8	7	3	0.6	-29	-0.1	7	-2.3	15

# Full records, quoted from the list. Values in the order: TRPML3 ag	EP2 mod	Ba/F3 V617F tox	PERK inh	Calpain2 inh	S1P4 agonist	BaF3 parental	TRPN1 ag	S1P4 antag
# `CN=C(Nc1ccc(C(=O)OC)s1)c1ccccc1` is listed as 0.0	18	3	0.0	13	1.5	-1	0.9	0
# `O=C(CCc1nc2ccccc2s1)OCC(=O)c1ccc[nH]1` is listed as 0.4	-28	-4	0.0	-33	-1.6	1	0.5	-25

# (list continues)
canonical_smiles	TRPML3 ag	EP2 mod	Ba/F3 V617F tox	PERK inh	Calpain2 inh	S1P4 agonist	BaF3 parental	TRPN1 ag	S1P4 antag
COCCCNC(=O)CNC(=S)N(Cc1cc(OC)c(OC)c(OC)c1)C1CCCC1	0.4	19	0	-0.1	9	1.4	10	0.2	-10
CCOC(=O)c1noc(C)c1C(=O)Nc1nc(C)cc(C)n1	0.7	21	-5	0.1	-13	0.9	-1	-0.1	-16
Cc1cc(N/C=C\c2nnnn2-c2ccccc2)no1	0.2	-10	-1	0.2	4	0.7	5	-1.9	-12
S=c1[nH]ccn1-c1ccccc1Cl	0.7&-0.1	-3&25	-3&0	1.9&1.0	5&-18	0.4&1.5	1&1	3.3&1.6	-3&-13
COC(=O)C(C)(C)ONC(=O)Nc1ccc(Br)cc1	-0.1	1	4	0.3	19	-1.1	4	-0.5	6
CC(C)CC(C)c1cc(N)nc2nc3ccccc3n12 (configuration not stated)	-1.0	-37	6	-0.6	3	1.0	9	-1.1	12
Clc1ccc(-c2nc3nc4ccccc4nc3n2Cc2ccco2)cc1	0.2	31	0	0.2	-72	1.2	3	-0.1	-15
CCCNC(=S)NC1CC2CCC(C1)N2Cc1ccccc1 (configuration not stated)	-0.3	-70&-4	0	-0.3	10	-0.3	0	1.2	-8
Cc1cc(/C=N/NC(=O)C(=O)NCc2ccccn2)c(C)n1-c1ccccc1	-0.5	-4	4	-0.1	28	-0.2	3	-2.8	-7
CCOCCN(C(=O)c1ccccc1Cl)c1cccc(C)c1C	-0.4	6	0	1.0	-7	-0.5	0	-0.6	-13
COc1ccccc1NC(=O)Cn1c(C)cc(=O)c2cccc(OC)c21	4.6	-24	-4	-0.6	-66	1.2	21	11	-30
CC(=O)Nc1ccc(NC(=O)Cn2c(=O)n(-c3ccccc3)c(=O)c3oc4ccccc4c32)cc1	0.8	11	-1	-0.2	-29	1.0	7	0.7	-13
CCc1cc2c(=O)c(-c3nc4ccccc4n3C)c(COCC(=O)O)oc2cc1OC(=O)C(C)(C)C	0.0	2	3	0.0	-41	-0.7	5	-0.1	8
CCOC(=O)Cc1nnn(CC(=O)OCC)n1	1.6	-9	-1	0.1	2	1.8	3	-0.2	-6
CCN(CC)c1nc2nonc2nc1N(CC)CC	0.0	-79	-3	0.8	-1	-1.4	-2	-1.0	2
Cc1cccc(OCC(O)CN2C(C)(C)CC(O)CC2(C)C)c1 (configuration not stated)	-0.7	4	-2	1.0	-12	-0.7	5	1.7	-12
COc1cccc(CNc2ccc(F)c([N+](=O)[O-])c2)c1O	1.6	-19	-1	1.5	84*	1.6	7	0.6	6
CS(=O)(=O)c1ccc2nc(NC(=O)CN3C(=O)C4CC=CCC4C3=O)sc2c1 (configuration not stated)	0.8	24	4	0.8	7	0.6	3	1.6	-7
CC(C)(C)Nc1nc(Cl)nc(NCCN2CCOCC2)n1	1.0	-5	0	-0.1	-8	-0.8	0	-0.2	-8
O=C(COC(=O)c1cncc(Br)c1)NC1CCCCC1	1.1	-20	-1	0.8	-18	0.4	3	0.7	-14
CC1(C)CN(c2ccsc2C(=O)O)C1=O	0.5	30	-2	-0.8	-18	-0.6	5	1.2	-2
CCONc1ncnc2nonc12	0.8	24	-1	1.7	1	2.1	2	1.1	-5
NC(=S)N/N=C1\CC(n2nnnc2-c2ccccc2Cl)C2COC1O2 (configuration not stated)	1.6	-3	3	1.2	16	-1.4	6	1.5	-27
COc1ccc(CCNC(=S)NC(=O)c2cccc(Cl)c2)cc1OC	-1.1	-41	-2	-0.2	4	-0.5	-3	-1.3	-10
O=c1c2cnn(-c3ccccc3)c2nnn1/N=C/c1cccnc1	0.4	20	5	0.3	-109	-1.0	3	3.3	16
CCc1ccc(N(CC(=O)Nc2nc3ccc(C)cc3s2)S(=O)(=O)c2c(C)noc2C)cc1	1.4	43	-2	-0.2	-19	2.5	6	2.3	-11
O=C(NC1CC2CCC(C1)N2C(=O)NCc1ccccc1)C1CC1 (configuration not stated)	1.0	1	2	1.4	10	1.4	7	0.9	3
O=C(NCCCO)/C(=C\c1ccco1)NC(=O)c1ccc(Br)o1	-0.1	12	5	0.2	16	1.4	10	0.8	4
O=c1[nH]ncn1-c1ccccc1	1.1	5	1	1.7	13	0.6	6	0.7	-16
Cc1cc2cc(CN(Cc3cccs3)C(=S)NCC3CCCO3)c(=O)[nH]c2cc1C (configuration not stated)	1.2	5&1	0	-0.8	-3	-0.1	1	0.5	-10
Cc1nc(SCC(=O)Nn2c(-c3ccccc3)nc3ccccc3c2=O)n[nH]1	0.7	0	2	0.3	-13	0.2	3	1.1	-42
CN(Cc1ccccc1)c1oc(COc2ccccc2F)nc1C#N	-0.2	1	-4	0.4	15	0.5	11	-0.3	-9
CCOc1ccc(NC(=O)CN(C)CC(=O)NC(C)c2ccccc2)cc1OCC (configuration not stated)	0.0	3	-3	-0.8	-12	-0.4	-3	0.8	7
CCOc1cc(C2C3=C(CC(C)(C)CC3=O)Nc3n[nH]c(C)c32)ccc1O (configuration not stated)	-0.2	0	2	-0.3	16	1.6	2	0.4	-20
CC(=O)c1c(N)n(C)c(=O)n(C)c1=O	1.1	21	-4	1.7	-24	-0.7	3	1.8	-2
